Screening results from PubChem.
NCI-60 one-dose screen, 48 h, at 10 µM unless noted. Numbers give growth in % (100 = growth as untreated, 0 = no growth, -100 = all killed).
SW-620: SW-620 colon cancer; 82,000 tested, 5.2% active; AID 1794795
786-0: 786-0 renal cancer cells; 81,000 tested, 5.1% active
HCT-116: HCT-116 colon cancer; AID 1794798; 82,000 tested, 7.3% active
UO-31: UO-31 renal cancer; AID 1794768; 81,000 tested, 5.2% active
SN12C: SN12C renal cancer cells; AID 1794767; 81,000 tested, 3.8% active
TK-10: TK-10 renal cancer cells. 81,000 tested, 3.9% active. AID 1794769
HCC-2998: HCC-2998 colon cancer. AID 1794799. 79,000 tested, 4.7% active
HT29: HT29 colon cancer; 81,000 tested, 7.4% active
HCT-15: HCT-15 colon cancer; 82,000 tested, 5.2% active; AID 1794746
Starred values were filed as active, the others as inactive; . = no result given; & = joins results of further samples. The calls were made as follows: active = growth percent below 10; inactive = the rest.

Molecule	TK-10	HCT-15	HCT-116	786-0	SN12C	HT29	HCC-2998	UO-31	SW-620
O=C(CSc1nc(-c2ccccc2)cn1-c1ccc(Cl)cc1)c1ccc([N+](=O)[O-])cc1	96	76	67	90	86	56	100	60	74
CC(CCN(CC(=O)O)CC(=O)O)N(CC(=O)O)CC(=O)O (stereo not given)	86	71	71	89	96	39	84	69	58
CCC(C)n1c(NCCc2ccc(O)c(O)c2)nc2c1c(=O)n(C)c(=O)n2C (stereo not given)	94	83	102	96	97	96	87	65	102
C#C[C@@]1(O)[C@@H](CO)O[C@@H](n2cc(Cl)c3c(N)ncnc32)[C@@H]1O	-3.3*	1.7*	4.6*	-59*	1.7*	5.8*	-34*	-60*	2.7*
NCCOc1nc(Cl)nc(Nc2ccc(N3CCOCC3=O)cc2)n1	83	97	91	100	96	95	99	98	108
CCCCCCCCCCCCCCCC[N+]1(CC2CO2)CCOCC1 (stereo not given)	105	100	90	97	106	84	92	96	101
NC1=NC(=O)/C(=C/c2ccccc2)S1	104	100	105	96	102	108	107	87	107
O=C1OC(C(=O)O)Cc2ccsc21 (stereo not given)	94	103	98	103	101	98	100	88	100
CCOC(=O)c1[nH]c(C)c(Cc2c(C)[nH]c(C(=O)OCC)c2C)c1C	98	101	94	.	106	106	103	83	99
O=C1NC(=C(Cl)Cl)/C(=N/S(=O)(=O)NCc2ccc(Cl)cc2)N1	127	102	93	101	97	108	.	98	101
CCSc1nc(-c2ccc(OCc3ccccc3)c(OC)c2)c(C#N)c(=O)[nH]1	98	80	106	97	94	110	100	88	102
C#C[C@@]1(O)[C@@H](CO)O[C@@H](n2cc(Br)c3c(Cl)ccnc32)[C@@H]1O	63	8.1*	23	34	24	12	37	45	14

A different layout for two compounds above.
NCCOc1nc(Cl)nc(Nc2ccc(N3CCOCC3=O)cc2)n1
  TK-10: 83; HCT-15: 97; HCT-116: 91; 786-0: 100; SN12C: 96; HT29: 95; HCC-2998: 99; UO-31: 98; SW-620: 108
O=C1OC(C(=O)O)Cc2ccsc21 (stereo not given)
  TK-10: 94; HCT-15: 103; HCT-116: 98; 786-0: 103; SN12C: 101; HT29: 98; HCC-2998: 100; UO-31: 88; SW-620: 100

Continuation:
Molecule	TK-10	HCT-15	HCT-116	786-0	SN12C	HT29	HCC-2998	UO-31	SW-620
Cc1cc2nc3ccccc3n2c2cc(OCCCCl)ccc12	125	104	88	103	81	95	97	56	78
C1CCOC1	87	95	103	100	104	90	101	94	104
CN(C)c1ccc(C=NCCN=Cc2ccc(N(C)C)cc2)cc1	107	117	110	110	99	107	97	82	99
COc1cc(-c2cc(/C=C/C(=O)c3ccc(F)cc3Br)[nH]n2)cc(OC)c1OC	.	98	103	105	94	97	102	88	99
CN(C)CCOc1ccc(/C(=C(/CCCCCCCCCC[P+](c2ccccc2)(c2ccccc2)c2ccccc2)c2ccccc2)c2ccccc2)cc1	-83*	-89*	-72*	-77*	-86*	-68*	-84*	-90*	-85*
Cn1ncc2c(Nc3ccc([N+](=O)[O-])cc3)nc(Cl)nc21	103	87	87	82	101	92	79	88	91
COc1ccc(-c2cc(C(=O)NCc3ccccc3)nn2-c2ccc(S(C)(=O)=O)cc2)cc1	108	96	98	84	88	109	106	70	112
NNC(=O)C(Cc1ccccc1)NC(=O)c1ccccc1[N+](=O)[O-] (stereo not given)	106	.	99	104	97	103	109	88	108
Cc1cc2nc3c4ccc(Br)cc4n(CCN(C)C)c3nc2cc1C	22	1.7*	9.2*	23	17	5.0*	17	-30*	0.7*
CCCCOS(=O)(=O)c1ccc(C)cc1	96	116	101	98	105	99	112	93	97
CCCCOc1c(Cl)cc(Cl)cc1-c1ccccc1	96	108	113	113	95	99	112	87	99
COc1cccc(Nc2nc(N)c3ccccc3n2)c1	108	32	44	87	81	72	97	75	83
CCCCC1(C2CCCC2)NC(=O)NC1=O (stereo not given)	94	96	.	.	98	108	.	89	101
CCOc1ccc(-c2cnnn2-c2nonc2N)cc1OC	.	102	117	115	96	96	102	86	95
CCOC(=O)N1CCN(Cc2c(O)ccc3ccccc23)CC1	110	101	94	109	99	100	126	73	96
Cc1ccc(C2CC(c3cccc(Nc4ccncc4)c3)=NN2C=O)cc1 (stereo not given)	122	90	74	90	97	69	91	77	99
CCOc1ccc2nc(NC(=O)c3ccc(C(C)C)cc3)sc2c1	87	72	63	81	75	79	98	68	95
O=C(O)c1ccc(-n2cc(C(=O)O)c(-c3ccc4ccccc4c3)n2)cc1	93	111	81	96	109	93	96	85	103
C=CCn1c(=O)n(C)c(=O)c2c1nc(Cl)n2C	108	109	110	103	104	115	123	81	107
Cc1cccc(C(N)=S)n1	99	107	94	101	91	101	87	95	105
COc1ccc(-c2nnc3c4c(ncn23)N(C)c2ccccc2C(C)C4)cc1 (stereo not given)	89	84	92	89	94	82	111	95	100
COc1cc(C(=O)n2nc(-c3cc(OC)c(OC)c(OC)c3)nc2N)cc(OC)c1OC	98	100	91	97	109	83	95	83	100
CC(=O)Nc1ccc(S(=O)(=O)OCCCl)cc1	115	100	100	105	86	106	104	79	109
COc1ccc2c(c1)CN1C(CCC3c4ccccc4NC31)C2 (stereo not given)	116	57	66	91	79	79	114	.	88

Just TK-10, for some of the entries so far:
compound	TK-10
C=CCn1c(=O)n(C)c(=O)c2c1nc(Cl)n2C	108
Cc1cccc(C(N)=S)n1	99
COc1ccc(-c2nnc3c4c(ncn23)N(C)c2ccccc2C(C)C4)cc1 (stereo not given)	89
COc1cc(C(=O)n2nc(-c3cc(OC)c(OC)c(OC)c3)nc2N)cc(OC)c1OC	98

(next part)
Molecule	TK-10	HCT-15	HCT-116	786-0	SN12C	HT29	HCC-2998	UO-31	SW-620
CNC(=O)c1ccc2cc(OC)c(OC)cc2c1	115	114	105	98	108	111	112	103	104
C=C(C)[C@@H]1CC[C@]2(C(=O)NCCNCCN)CC[C@]3(C)[C@H](CC[C@@H]4[C@@]5(C)C/C(=C/c6ccncc6)C(=O)C(C)(C)[C@@H]5CC[C@]43C)[C@@H]12	118	91	84	90	97	96	92	83	93
Nc1nn(-c2nc(Nc3ccccc3)nc(Nc3ccc(S(N)(=O)=O)cc3)n2)c(N)c1N=Nc1ccccc1	125	105	106	108	101	108	108	87	105
COCOc1ccc2c(=O)c(C)c(C(=O)N[C@@H](Cc3ccccc3)C(O)C(=O)NCCc3ccc(OC)cc3)oc2c1 (stereo not given in full)	116	102	104	106	95	113	125	-20*	114
Cc1csc(/N=C(N)/N=C(\N)c2cccc(C(F)(F)F)c2)n1	164	91	104	101	101	109	103	85	98
O=C(Oc1ccccc1)c1ccccc1	107	102	105	104	96	107	100	82	111
CC1(C)CC(=O)C2=C(C1)N(Cc1ccc(C(=O)O)cc1)C1=C(C(=O)CC(C)(C)C1)C2c1ccc(F)cc1	93	101	108	99	103	112	105	81	103
COc1ccc(CNc2c3ccccc3nc3ccc(OC)cc23)cc1	34	5.3*	13	15	21	-2.9*	-58*	6.2*	16
CC1(C)C=Cc2c(ccc3c2[N+]([O-])=C2C(C)(C)[C@H]4C[C@]56CCCN5C(=O)[C@@]4(C[C@@]23O)NC6=O)O1	99	100	95	101	104	103	100	84	104
C=CC1OC2C3CC(C2O1)C1OC31 (stereo not given)	118	98	103	102	96	109	108	93	102
COc1cc(C2CC(c3ccccc3)=NN2Cn2nnc3ccccc32)cc(OC)c1OC (stereo not given)	137	101	95	93	97	110	99	78	102
NS(=O)(=O)c1ccc(NNC(=O)CCC(=O)c2ccccc2)cc1	109	104	99	98	93	104	109	84	102
c1ccc(Nc2nn3c(-c4ccco4)ccnc3c2-c2ccccc2)cc1	.	81	84	105	101	79	113	94	93
Cc1cc(=O)oc2cc(OCCCOc3ccc(/C=C/C(=O)Nc4cccc(Cl)c4)cc3)ccc12	94	89	83	58	84	91	95	63	84
COc1ccc(CCNC(C)=O)cc1OC	102	101&106	99&101	97&97	102&103	101&92	111&102	92&89	98&105
CC(O)CC(O)CC1CCCO1 (stereo not given)	102	100	112	100	92	109	102	88	116
COc1c2ccccc2c(OC)c2[nH]c(=O)ccc12	110	22	58	90	40	47	81	60	62
Cc1ccc(S(=O)(=O)Nc2nc(Oc3ccccc3)c(C#N)c(-c3ccc(Cl)cc3)n2)cc1	106	74	72	90	90	126	104	84	94
O=C(CSc1nc2ccccc2c(=O)n1CCc1ccccc1)NCc1ccccc1	81	92	73	85	85	80	106	68	98
Clc1ccc(Nc2ccc3nnc(-c4ccncc4)n3n2)cc1	55	74	86	62	77	77	98	52	98
CCCCNC(=O)c1ccc2c(c1)nc(-c1ccccc1)n2C1CCCCC1	130	73	93	93	102	50	102	79	107
CC(=O)N1N=C(c2ccc(Nc3nc(Nc4ccc(Cl)cc4)nc(Nc4ccc(Cl)cc4)n3)cc2)CC1c1ccc([N+](=O)[O-])cc1 (stereo not given)	61	55	41	49	69	52	94	39	81
CCOC(=O)/C(=C/c1ccc([N+](=O)[O-])cc1)C(=O)c1ccccc1	21	-15*	-8.6*	17	79	-24*	48	-14*	6.1*
CCc1ccccc1-n1c(=O)c(C#N)c(-c2ccc(O)cc2)c2c(N)[nH]nc21	130	121	106	110	116	103	114	103	106
COc1ccc(CNc2c3ccccc3nc3ccccc23)c(OC)c1	54	26	13	39	31	14	36	28	21
Cc1c(C(=O)/C=C/c2ccc(Cl)cc2)nnn1-c1ccc(Br)cc1	102	92	84	103	96	100	95	89	102
S=C(SCc1c(Cl)cccc1Cl)N1CCSCC1	112	109	104	103	90	98	102	56	103
CC(=O)Nc1ccc(/C=N/NC(=O)C(=O)N/N=C/c2ccc(NC(C)=O)cc2)cc1	115	100	108	105	102	114	102	93	101
Cc1ccc(/C=C2/SC(=O)N(CCCC(=O)N3CCN(c4cc5c(cc4F)c(=O)c(C(=O)O)cn5C4CC4)CC3)C2=O)cc1	116	106	104	99	101	109	105	84	103
CCC(O)c1ccc(N)cc1 (stereo not given)	106	115	92	95	104	111	101	73	105
CCCCn1c(=O)c(-c2cc(-c3ccc(Cl)cc3)nc(-c3ccc(Cl)cc3)c2)cc2cc(OC)ccc21	105	103	88	98	96	59	108	84	90
CC(C)C[C@H](N)C(=O)NS(=O)(=O)c1ccc(Br)c2ccncc12	100	103	105	87	103	104	106	94	111
C#CCOc1ccc(/C=N/Nc2nc(-c3ccccc3)cs2)cc1OCC#C	125	65	68	92	90	96	88	52	93
O=C(c1ccccc1)C(O)(c1ccccc1)c1ccccc1	96	109	98	111	101	110	112	88	100
O=C1c2ccccc2C(=O)c2c(N=Nc3sc(=S)[nH]c3O)cccc21	113	102	81	99	96	97	111	93	102
C#CC(C)(CC)NC(=O)c1cc(-c2ccc3c(c2)OCO3)on1 (stereo not given)	94	100	98	97	105	104	109	93	99
N=C(N)SC(c1ccccc1)c1ccccc1	99	86	75	89	98	89	102	83	86
NC1[C@H](c2c[nH]c3ccccc23)c2c([nH]c3ccccc23)[C@H]1c1c[nH]c2ccccc12 (stereo not given in full)	119	85	74	96	89	98	97	80	96
O=C(/C=C/c1ccccc1)n1c(-c2ccc(Cl)cc2)nc2ccccc21	19	-25*	-71*	-18*	-48*	-41*	5.1*	-39*	-55*
CCCCCCCCCCCCSCCCC(=O)O	92	94	100	92	101	90	97	83	91
CCCCc1ccc(N=Nc2ccc(OCC[N+](C)(C)C)cc2)cc1	31	61	49	71	31	26	26	88	50
O=C(O)c1ccc(N/C=C/C(=O)c2ccccc2)cc1	93	101	111	103	106	106	102	93	101
Cc1ccc(C(=O)/C(=C/c2ccc([N+](=O)[O-])cc2)S(=O)Cc2ccccc2)cc1 (stereo not given)	6.9*	-8.8*	-59*	-50*	-41*	-21*	75	-84*	2.4*
CC(=O)c1c(C)nc2ccccc2c1/C=C/c1ccc(Cl)cc1	93	99	75	90	96	76	102	65	85
c1ccc(-c2cc3c([nH]2)-c2oncc2CC3)cc1	119	107	98	99	99	96	106	47	94
c1ccc(CCc2ccccn2)nc1	88	101	98	102	103	106	99	82	102
COc1ccc(C(C#N)(CCN(C)C)CN(C)C)cc1 (stereo not given)	99	111	96	102	104	88	95	89	103
O=C(Nc1nc2ccc(O)cc2s1)c1cccc(C(F)(F)F)c1	81	47	58	77	69	102	.	33	52
c1ccc2c(c1)Cc1ccccc1O2	94	98	94	92	100	93	106	91	96
Cc1nc(NCc2ccco2)nc(N2CCOCC2)c1Br	96	93	55	94	104	98	109	83	109
CCn1c(O)c(N=NC(=O)c2ccc(S(N)(=O)=O)cc2)c2ccccc21	108	103	84	96	100	112	109	89	102
Cc1ccc(C2NC(=S)N3C(c4ccc(C)cc4)NC(=S)N23)cc1 (stereo not given)	.	29	1.3*	.	53	18	47	13	29
Cc1cc(O)c(C(C)(C)C)cc1Sc1cc(C(C)(C)C)c(O)cc1C	81	44	29	80	58	97	.	37	.
N#Cc1ccc(NC(=O)NNC(=O)c2ccncc2)cc1	122	97	110	103	109	111	.	105	106

One compound at a time, as listed above:
Shown for `c1ccc2c(c1)Cc1ccccc1O2` = TK-10 = 94; HCT-15 = 98; HCT-116 = 94; 786-0 = 92; SN12C = 100; HT29 = 93; HCC-2998 = 106; UO-31 = 91; SW-620 = 96
Shown for `N#Cc1ccc(NC(=O)NNC(=O)c2ccncc2)cc1` = TK-10 = 122; HCT-15 = 97; HCT-116 = 110; 786-0 = 103; SN12C = 109; HT29 = 111; HCC-2998 = .; UO-31 = 105; SW-620 = 106

Rows were taken by chance (roughly 12% active in at least one column).
